M1 ag = human M1 muscarinic receptor agonists, primary screen, Fluo-8 calcium fluorescence, CHO-K1 cells, HTS; Muscarinic acetylcholine receptor M1 (Homo sapiens), P11229; CHO-K1 hM1, agonist mode; 0% DMSO, 100% acetylcholine EC100; activation, % at 3 µM; 360,000 tested, 0.33% active; AID 588814, 2011;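 active means activation above the run's mean compound activation plus 3 SD, cut at about 16% in these data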;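 further: peak over basal fluorescence ratio within a 140 s kinetic read after compound addition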
Target sequence (P11229 whole entry, looked up): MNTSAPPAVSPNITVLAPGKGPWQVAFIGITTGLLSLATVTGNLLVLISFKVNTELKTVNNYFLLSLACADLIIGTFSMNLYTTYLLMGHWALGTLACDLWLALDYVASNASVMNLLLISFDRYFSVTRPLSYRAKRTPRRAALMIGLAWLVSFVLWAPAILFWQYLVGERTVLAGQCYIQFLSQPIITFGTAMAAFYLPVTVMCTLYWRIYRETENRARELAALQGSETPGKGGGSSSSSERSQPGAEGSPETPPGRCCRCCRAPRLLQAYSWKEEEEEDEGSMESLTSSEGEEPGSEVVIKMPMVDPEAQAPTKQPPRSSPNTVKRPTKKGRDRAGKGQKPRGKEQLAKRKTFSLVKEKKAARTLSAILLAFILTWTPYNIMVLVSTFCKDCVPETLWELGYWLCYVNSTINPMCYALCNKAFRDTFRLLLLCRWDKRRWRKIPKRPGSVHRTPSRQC
V1R ag counter = agonists of human V1a receptor, primary screen, counter-screen for OXTR agonist project, fluorescence, CHO-V1R cells; 320,000 tested, 0.25% active; Fluo-8 calcium fluorescence, agonist mode; 0% DMSO, 100% 3 nM vasopressin; activation, % at 3 µM; Vasopressin V1a receptor (Homo sapiens), P37288;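 active means activation above the mean activation of all tested compounds plus 3 SD, per screening run, cut at about 20% in these data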;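 further: signal is peak over basal fluorescence ratio across a 100 second FLIPR read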
Target sequence (P37288 whole entry, looked up): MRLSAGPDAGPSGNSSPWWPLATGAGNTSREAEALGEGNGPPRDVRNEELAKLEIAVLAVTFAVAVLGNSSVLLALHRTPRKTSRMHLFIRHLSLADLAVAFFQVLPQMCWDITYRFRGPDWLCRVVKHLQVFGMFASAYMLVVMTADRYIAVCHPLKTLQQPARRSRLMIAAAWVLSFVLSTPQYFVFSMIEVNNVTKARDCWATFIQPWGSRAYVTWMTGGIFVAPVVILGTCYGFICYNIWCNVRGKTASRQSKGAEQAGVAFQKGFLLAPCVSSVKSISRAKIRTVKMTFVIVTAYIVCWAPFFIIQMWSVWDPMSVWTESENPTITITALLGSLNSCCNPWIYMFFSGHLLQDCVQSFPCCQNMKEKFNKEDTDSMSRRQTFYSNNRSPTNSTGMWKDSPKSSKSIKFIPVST
CHO parental Ca = ATP-evoked calcium signal inhibitors, parental CHO, primary screen, counter-screen for OX1R antagonist project, cell-based, fluorescence, Fluo-8 calcium dye; parental CHO-K1, ATP-induced calcium, Fluo-8 fluorescence; AID 463079, 2010; inhibition, % at 5.6 µM; 330,000 tested, 0.63% active;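 active means inhibition above that plate's mean sample inhibition plus 3 SD, cut at about 26% in these data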;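 further: 0% = ATP-challenged DMSO wells and 100% = DMSO wells without ATP; some compounds past the cut are filed as inactive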
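Measured by: calcium-sensitive Fluo-8 fluorescence / Test system: CHO parental line / Controls: ATP-challenged DMSO wells low, unchallenged DMSO wells high / Measure: % inhibition / Compound: single nominal dose of 5.6 µM per compound / Replicates: single well per compound, no replicates / Reagent: ATP as calcium-mobilizing challenge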
TAAR1 antag = human TAAR1 antagonists, primary screen, Fluo-8 calcium fluorescence, CHO RD-HGA16 cells. antagonist. Trace amine-associated receptor 1 (Homo sapiens), Q96RJ0. inhibition, % at 3 µM. 360,000 tested, 1.5% active;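 active means inhibition above a per-plate cutoff, the mean inhibition of test compounds on that plate plus 3 SD, cut at about 49% in these data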;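 further: 0% = DMSO plus EC80 beta-PEA response and 100% = DMSO alone without agonist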
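Material: CHO RD-HGA16 cells bearing hTAAR1; compound dosing: one-point dosing, 3 µM nominal final; schedule: dye loading 75 min at 37 °C, then 30 min room temperature; measured by: calcium fluorescence with Fluo-8; control set: vehicle and agonist controls; replication: n of 1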
TAAR1 ag = human TAAR1 agonists, primary screen, Fluo-8 calcium fluorescence, CHO RD-HGA16 cells | vehicle wells 0%, saturating PEA agonist 100% | Trace amine-associated receptor 1 (Homo sapiens), Q96RJ0 | AID 624467, 2012 | activation, % at 3 µM | 360,000 tested, 0.99% active;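 active means activation above the mean activation of all test compounds in the run plus 3 SD, cut at about 38% in these data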
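System: CHO-derived RD-HGA16 cells with stable Gα16 and human TAAR1. Times: 17-24 h plating, Fluo-8 75 min 37 °C, 30 min RT. Measured by: calcium-sensitive Fluo-8 signal, excitation 470-495, emission 515-575 nm. Read-out basis: % activation relative to PEA EC100 response. Control set: DMSO and PEA EC100. Repeats: no replicates (n 1).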
M1 ag parental = counter-screen for M1 agonists: effect in parental CHO-K1 cells; Fluo-8 calcium fluorescence; scaled to maximal ATP response, vehicle zero; activation, % at 3 µM; 360,000 tested, 0.48% active; AID 602248, 2012; in the data active means activation above about 15%;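 further: untransfected CHO-K1 host cells lacking M1 receptor as counterscreen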
OXTR potentiator = human OXTR potentiators, primary screen, fluorescence, CHO-OTR cells, Fluo-8 calcium. 320,000 tested, 0.061% active. activation, % at 3 µM. AID 2445, 2010. Oxytocin receptor (Homo sapiens), P30559. Fluo-8 calcium fluorescence, potentiator mode; 0% = oxytocin EC15, 100% = EC100;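 active means activation above that plate's cutoff, the mean activation of tested compounds plus 3 SD, cut at about 6.6% in these data, passing the limit was not always enough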;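 further: 100% uses oxytocin at 75 nM as the full agonist control; some results filed as inactive read as strong as hits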
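Material: CHO-OTR cells, human receptor; compound dosing: single dose, 3.0 µM nominal final compound concentration; schedule: 6 min compound pre-incubation at room temperature, 100 s kinetic read; measured by: kinetic Fluo-8 calcium fluorescence; read-out basis: % activation vs EC15 and EC100 oxytocin; controls: EC15 oxytocin alone as 0%, 75 nM oxytocin as 100%; replicates: singlicate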
M1 PAM parental = nonselective calcium activators in parental CHO-K1 cells, primary screen, counter-screen for M1 PAM project, cell-based, Fluo-8 calcium fluorescence, full deck, 1536-well. ATP EC20; 0% at ATP EC20, 100% at ATP max. activation, % at 3 µM. 360,000 tested, 0.02% active;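 active means activation above the run cutoff, the mean activation of all test compounds plus 3 SD, cut at about 40% in these data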;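 further: peak over basal fluorescence ratio in a 140 s read after ATP addition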
CHO-K1 Ca antag = nonselective inhibitor or artifact in parental CHO-K1 cells; inhibition, % at 3 µM; 360,000 tested, 0.6% active; ATP-induced calcium, Fluo-8 fluorescence; AID 602250;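 active means inhibition above a per-plate cutoff, the plate's mean sample inhibition plus 3 SD, cut at about 24% in these data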;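 further: 0% = DMSO plus EC80 ATP and 100% = DMSO alone without ATP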
Starred values were filed as active, the others as inactive. Rows are unselected; 3.3% or so of the library scored in one or more.

COc1ccc(CCNC(=O)c2ccccc2Cl)cc1OC was read as M1 ag -4, V1R ag counter 0.3, CHO parental Ca 8, TAAR1 antag -16, TAAR1 ag 2, M1 ag parental -0.2, OXTR potentiator 1, M1 PAM parental 0 and CHO-K1 Ca antag -3.
`CCOC(=O)c1ccccc1NC(=O)Cn1cnc2c1c(=O)n(C)c(=O)n2C` gave M1 ag -1, V1R ag counter 1.1, CHO parental Ca 8, TAAR1 antag -12, TAAR1 ag 0, M1 ag parental 2.4, OXTR potentiator -3, M1 PAM parental 7 and CHO-K1 Ca antag 0.
For CC1Cc2ccccc2N1C(=O)COC(=O)c1ccc(Br)o1 (centres undefined) the results were M1 ag -4, V1R ag counter -1.6, CHO parental Ca 7, TAAR1 antag -14, TAAR1 ag 7, M1 ag parental 1.8, OXTR potentiator -14, M1 PAM parental 6 and CHO-K1 Ca antag -5.
Screening CCOC(=O)c1c(CN2CCC(C)CC2)n(C)c2cc(Br)c(OC)cc12 returned M1 ag -6, V1R ag counter -0.4, CHO parental Ca -20, TAAR1 antag -34, TAAR1 ag 2, M1 ag parental 0.7, OXTR potentiator -5, M1 PAM parental 26 and CHO-K1 Ca antag -14.
`COC(=O)C(NC(=O)c1ccc(F)cc1)(Nc1ncc(S(=O)(=O)c2ccc([N+](=O)[O-])cc2)s1)C(F)(F)F` (centres undefined) gave M1 ag 2, V1R ag counter 3.1, CHO parental Ca -5, TAAR1 antag 16, TAAR1 ag 20, M1 ag parental 6.2, OXTR potentiator -29, M1 PAM parental -4 and CHO-K1 Ca antag 15.
`CCCCn1c(N)c(Sc2ccccc2)c(=O)[nH]c1=O` gave M1 ag -3, V1R ag counter -0.9, CHO parental Ca -6, TAAR1 antag 11, TAAR1 ag 4, M1 ag parental 0.4, OXTR potentiator 5, M1 PAM parental -2 and CHO-K1 Ca antag 7.
For CC(=O)Oc1ccc(NC(=O)C2CCCCC2)c(C(=O)O)c1 the results were M1 ag -3, V1R ag counter 0.4, CHO parental Ca 1, TAAR1 antag 7, TAAR1 ag 8, M1 ag parental 0.3, OXTR potentiator 2, M1 PAM parental -4 and CHO-K1 Ca antag 3.
For COc1ccc2c(c1)c(N=NC(N)=S)c(O)n2CC(=O)c1ccccc1 the results were M1 ag -1, V1R ag counter 1.7, CHO parental Ca -7, TAAR1 antag 4, TAAR1 ag 1, M1 ag parental 0.7, OXTR potentiator 1, M1 PAM parental 7 and CHO-K1 Ca antag -5.
For Cc1ccc(CN2CCSc3ccc(C(=O)NCc4ccco4)cc32)cc1 the results were M1 ag -13, V1R ag counter -0.7, CHO parental Ca -16, TAAR1 antag 17, TAAR1 ag 5, M1 ag parental -0.4, OXTR potentiator -9, M1 PAM parental 14 and CHO-K1 Ca antag -7.
For Cc1ccc(S(=O)(=O)N2CC(O)CC2C(=O)Nc2ccc3c(c2)CCC3)cc1 (centres undefined) the results were M1 ag -3, V1R ag counter 0.5, CHO parental Ca -20, TAAR1 antag 10, TAAR1 ag 19, M1 ag parental 0.0, OXTR potentiator -13, M1 PAM parental 22 and CHO-K1 Ca antag -14.
Screening Cc1nc2nc(-c3ccccc3)nn2c(C)c1C returned M1 ag -3, V1R ag counter -0.5, CHO parental Ca -10, TAAR1 antag -10, TAAR1 ag 0, M1 ag parental 0.8, OXTR potentiator -1, M1 PAM parental -2 and CHO-K1 Ca antag -6.
For CCC(C)Sc1nc2c(cnn2-c2ccc(C)cc2)c(=O)[nH]1 (centres undefined) the results were M1 ag -1, V1R ag counter -0.2, CHO parental Ca -11, TAAR1 antag -21, TAAR1 ag 1, M1 ag parental -0.1, OXTR potentiator -2, M1 PAM parental 14 and CHO-K1 Ca antag -3.
Screening CC(C)CN1C(=O)c2ccc(C(=O)NCc3ccc4c(c3)OCO4)cc2C1=O returned M1 ag -1, V1R ag counter 1.2, CHO parental Ca 5, TAAR1 antag 16, TAAR1 ag 7, M1 ag parental 0.4, OXTR potentiator -10, M1 PAM parental 0 and CHO-K1 Ca antag -3.
Screening CSCCC(NC(=O)c1cccc(C)c1)C(=O)NCc1cccs1 (centres undefined) returned M1 ag -2, V1R ag counter 1.3, CHO parental Ca -16, TAAR1 antag -2, TAAR1 ag 4, M1 ag parental 1.4, OXTR potentiator -5, M1 PAM parental -10 and CHO-K1 Ca antag -9.
COc1c2c(cc3oc(C)cc(=O)c13)OC(C(C)(C)OC1OC(CO)C(O)C(O)C1O)C2 (centres undefined) was read as M1 ag -1, V1R ag counter 0.1, CHO parental Ca -4, TAAR1 antag 3, TAAR1 ag 2, M1 ag parental 0.4, OXTR potentiator -8, M1 PAM parental 13 and CHO-K1 Ca antag -10.
Cc1ccc(/C=C/C(=O)OCC(=O)NC(=O)NCc2ccccc2)cc1 was read as M1 ag -3, V1R ag counter -0.8, CHO parental Ca -6, TAAR1 antag -15, TAAR1 ag 1, M1 ag parental 1.2, OXTR potentiator -8, M1 PAM parental 3 and CHO-K1 Ca antag 1.
Screening N#CC(C#N)=NNc1ccc([N+](=O)[O-])cc1 returned M1 ag 10, V1R ag counter 6.6, CHO parental Ca -1, TAAR1 antag -21, TAAR1 ag 4, M1 ag parental 1.9, OXTR potentiator -5, M1 PAM parental -25 and CHO-K1 Ca antag 11.
Screening c1ccc(N=P(c2nc3ccccc3o2)(N2CCOCC2)N2CCOCC2)cc1 returned M1 ag -1, V1R ag counter 1.0, CHO parental Ca 0, TAAR1 antag 6, TAAR1 ag 10, M1 ag parental 0.2, OXTR potentiator -3, M1 PAM parental -6 and CHO-K1 Ca antag 5.
COc1ccccc1C(O)P(=O)(OC(C)C)c1ccc(N(C)C)cc1 (centres undefined) was read as M1 ag -4, V1R ag counter -0.9, CHO parental Ca -8, TAAR1 antag 14, TAAR1 ag 6, M1 ag parental 1.4, OXTR potentiator 1, M1 PAM parental 24 and CHO-K1 Ca antag -20.
For CC(C)C(=O)N(Nc1nc2ccccc2s1)C(=O)C(C)C the results were M1 ag -8, V1R ag counter 0.1, CHO parental Ca -16, TAAR1 antag 17, TAAR1 ag 0, M1 ag parental 0.2, OXTR potentiator -7, M1 PAM parental 12 and CHO-K1 Ca antag 0.
For C[C@H](O)CNC(=O)c1[nH]cnc1C(=O)Nc1ccc(CNC(=O)OC(C)(C)C)cc1 the results were M1 ag -5, TAAR1 antag 35, TAAR1 ag 8, M1 ag parental 3.7, M1 PAM parental 13 and CHO-K1 Ca antag 2.
Screening COc1ccc(CSCCN)cc1Cl returned M1 ag -5, V1R ag counter 1.8, CHO parental Ca 0, TAAR1 antag -12, TAAR1 ag 4, M1 ag parental 0.3, OXTR potentiator -6, M1 PAM parental 18 and CHO-K1 Ca antag 0.
Screening Cc1ccc(CNC(=O)C2CCCN(C(=O)N(C)C)C2)cc1 (centres undefined) returned M1 ag -2, V1R ag counter -0.9, CHO parental Ca -3, TAAR1 antag 10, TAAR1 ag 7, M1 ag parental 0.6, OXTR potentiator 0, M1 PAM parental 17 and CHO-K1 Ca antag -7.
Screening CCOc1ccc(C2C(C(=O)/C=C/c3ccco3)=C(O)C(=O)N2CCN2CCOCC2)cc1OC (centres undefined) returned M1 ag -4, V1R ag counter 1.4, CHO parental Ca 3, TAAR1 antag 1, TAAR1 ag 1, M1 ag parental 12, OXTR potentiator 0, M1 PAM parental 7 and CHO-K1 Ca antag -2.
`COc1ccc(S(=O)(=O)N(CC(=O)NCc2ccco2)c2ccccc2OC)cc1` gave M1 ag -10, V1R ag counter 1.7, CHO parental Ca -25, TAAR1 antag 6, TAAR1 ag 4, M1 ag parental 5.1, OXTR potentiator -14, M1 PAM parental 6 and CHO-K1 Ca antag -14.
Screening COc1ccc(CN2C(=O)c3cccnc3C2=O)cc1S(=O)(=O)N1CCCCC1 returned M1 ag -1, V1R ag counter 2.9, CHO parental Ca -9, TAAR1 antag -22, TAAR1 ag 2, M1 ag parental 1.8, OXTR potentiator -8, M1 PAM parental -20 and CHO-K1 Ca antag -1.
`O=C(NCc1ccco1)NC(=O)c1csc([N+](=O)[O-])c1` gave M1 ag -2, V1R ag counter -0.9, CHO parental Ca 7, TAAR1 antag -17, TAAR1 ag 1, M1 ag parental 1.3, OXTR potentiator -9, M1 PAM parental 10 and CHO-K1 Ca antag -2.

At a glance, 4 of the compounds above:
Screening CC(C)CN1C(=O)c2ccc(C(=O)NCc3ccc4c(c3)OCO4)cc2C1=O returned M1 ag -1, V1R ag counter 1.2, CHO parental Ca 5, TAAR1 antag 16, TAAR1 ag 7, M1 ag parental 0.4, OXTR potentiator -10, M1 PAM parental 0 and CHO-K1 Ca antag -3.
Screening CSCCC(NC(=O)c1cccc(C)c1)C(=O)NCc1cccs1 (centres undefined) returned M1 ag -2, V1R ag counter 1.3, CHO parental Ca -16, TAAR1 antag -2, TAAR1 ag 4, M1 ag parental 1.4, OXTR potentiator -5, M1 PAM parental -10 and CHO-K1 Ca antag -9.
COc1c2c(cc3oc(C)cc(=O)c13)OC(C(C)(C)OC1OC(CO)C(O)C(O)C1O)C2 (centres undefined) was read as M1 ag -1, V1R ag counter 0.1, CHO parental Ca -4, TAAR1 antag 3, TAAR1 ag 2, M1 ag parental 0.4, OXTR potentiator -8, M1 PAM parental 13 and CHO-K1 Ca antag -10.
Cc1ccc(/C=C/C(=O)OCC(=O)NC(=O)NCc2ccccc2)cc1 was read as M1 ag -3, V1R ag counter -0.8, CHO parental Ca -6, TAAR1 antag -15, TAAR1 ag 1, M1 ag parental 1.2, OXTR potentiator -8, M1 PAM parental 3 and CHO-K1 Ca antag 1.
